Source: PubChem (National Center for Advancing Translational Sciences (NCATS))
NPSR antag = blocks cAMP signaling of the human neuropeptide S receptor | Q6W5P4 | CHO-NPSR cells, cAMP TR-FRET, antagonist mode | Potency, µM (doses to about 38.3 µM), inactives show at the highest dose activity change, negative = inhibition, actives largely listed as inhibitors | 1% of 220,000 active; further: on the % scale 0 is the no-effect control and ±100 the full control effect; nearly all actives have a fitted effect of over 50% in size; many of its hits are not listed in these tables
Target sequence (Q6W5P4 whole entry, looked up): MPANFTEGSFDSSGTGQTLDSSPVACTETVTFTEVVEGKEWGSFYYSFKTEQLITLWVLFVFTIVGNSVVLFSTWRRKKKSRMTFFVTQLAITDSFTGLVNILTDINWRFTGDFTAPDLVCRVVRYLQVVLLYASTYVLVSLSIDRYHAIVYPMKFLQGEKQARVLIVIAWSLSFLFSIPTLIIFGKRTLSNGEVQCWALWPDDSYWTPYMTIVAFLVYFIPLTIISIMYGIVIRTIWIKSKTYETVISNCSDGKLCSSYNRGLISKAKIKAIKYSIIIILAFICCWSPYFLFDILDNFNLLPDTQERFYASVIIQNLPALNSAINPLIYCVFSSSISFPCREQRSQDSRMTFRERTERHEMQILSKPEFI
GoLoco inh red = RGS12 GoLoco-Gai1 interaction inhibition | P63096 | Gai1:RGS12 GoLoco peptide FP, rhodamine, 10 min | Potency, µM (titrated, usually from 61.6 µM), for the others: at the highest dose activity, negative = inhibition, most hits filed as inhibitors | 0.44% of 230,000 active; active means well fitted inhibition curve with a large enough effect, not every such curve was filed as active; inactive means no such curve, though single readings can be large or run the other way; further: on the % scale 0 is the no-effect control and ±100 the full control effect; nearly all actives have a fitted effect of over 30% in size; many of its hits are not listed in these tables
KinaseGlo FLuc = counter-screen: inhibitors of Kinase-Glo firefly luciferase; Q27757; Kinase-Glo luciferase, ATP luminescence, 8 min; Potency, µM (doses to about 38.3 µM), for inactives: at the top dose activity change, negative = inhibition, usual class: inhibitors; 0.28% of 200,000 active; AID 1379; further: on the % scale 0 is the no-effect control and ±100 the full control effect; nearly all actives have a fitted effect of over 60% in size
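Inhibition of Kinase-Glo luciferase light generation was assessed at 10 uM ATP in pH 7.2 imidazole buffer, with luminescence measured after eight minutes at ambient temperature.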
SMN2 splice up = enhancers of SMN2 splice variant expression; HEK293 SMN2-luciferase splicing reporter, luminescence, 30-36 h; Potency, µM (series often up to 46.1 µM), for inactives: at the top dose activity change, positive = activation, actives largely listed as activators; 2.8% of 210,000 active; further: % of control where 0% means no effect; nearly all actives have a fitted effect of over 55% in size
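HEK293 cells carry an SMN2 minigene-luciferase reporter in which exon 7 inclusion puts luciferase in frame. Cells were seeded at 2000 cells/well, attached for 10-12 hours, then exposed to compounds for 30-36 hours at 37C before ONE-Glo luminescence.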
RECQ1 inh = blocks DNA unwinding by human RECQ1 | Potency, µM (top dose mostly 57.3 µM), for the others: at the highest dose activity, negative = inhibition, actives largely listed as inhibitors | AID 2549 | 0.54% of 240,000 active | P46063 | RECQ1 DNA unwinding, red fluorescence kinetic read;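 further: plate controls were vehicle for no effect and no enzyme for full effect; nearly all actives have a fitted effect of over 30% in size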
Target sequence (P46063 whole entry, looked up): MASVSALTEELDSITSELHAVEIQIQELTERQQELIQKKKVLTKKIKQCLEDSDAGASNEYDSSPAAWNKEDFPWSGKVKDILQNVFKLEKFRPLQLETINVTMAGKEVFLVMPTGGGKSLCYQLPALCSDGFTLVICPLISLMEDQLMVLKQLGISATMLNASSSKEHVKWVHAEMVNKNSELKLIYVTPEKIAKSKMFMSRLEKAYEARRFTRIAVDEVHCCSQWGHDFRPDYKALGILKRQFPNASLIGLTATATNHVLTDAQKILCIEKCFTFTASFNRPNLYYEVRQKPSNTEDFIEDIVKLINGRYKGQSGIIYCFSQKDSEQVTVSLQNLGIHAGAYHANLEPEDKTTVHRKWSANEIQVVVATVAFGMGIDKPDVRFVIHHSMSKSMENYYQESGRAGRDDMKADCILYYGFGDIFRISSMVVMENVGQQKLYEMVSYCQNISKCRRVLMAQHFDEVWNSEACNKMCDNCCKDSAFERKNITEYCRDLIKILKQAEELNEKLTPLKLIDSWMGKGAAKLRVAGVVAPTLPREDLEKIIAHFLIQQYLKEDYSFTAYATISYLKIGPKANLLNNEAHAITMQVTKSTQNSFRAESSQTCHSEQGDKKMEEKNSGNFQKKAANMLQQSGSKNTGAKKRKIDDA
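RECQ1T1 50 nM; forked duplex (20 bp + 30-nt ss tails) 200 nM, ATP 2 mM final; pH 8.0, 2 mM MgCl2, 2.5 ug/ml poly(dI-dC); 15 min compound preincubation; discontinuous kinetic read over 2 h at RT.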
IMPase Li cell = cell-permeable IMPase inhibitors with lithium potentiation; 0.35% of 210,000 active; CHO-M1 cells, IP1 TR-FRET (IP-One), carbachol + lithium; AID 1457; Potency, µM (top dose mostly 59.4 µM), for inactives: top-dose activity, negative = IMPase inhibition, actives largely listed as inhibitors;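 further: IP1 builds up when IMPase is blocked and the TR-FRET signal falls; plate controls were basal vehicle for no effect and high inhibitor control for full effect; nearly all actives have a fitted effect of over 50% in size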
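Steps: plate 2000 CHO-M1 cells per well and culture 16–30 h; add compound and lithium; incubate 30 min, 37C; add d2-IP1 tracer and Eu cryptate anti-IP1 antibody in lysis buffer; read after 10 min at room temperature.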
Epigenetic derep = derepresses silenced GFP reporter in murine cells | murine LDR cells, GFP reporter derepression, 30 h | Potency, µM (doses to about 53.9 µM), inactives show at the top dose GFP activation, most hits filed as activators | 0.2% of 280,000 active | AID 1865; further: % of control where 0% means no effect; nearly all actives have a fitted effect of over 60% in size
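Derepression of a silenced CMV-GFP reporter in murine LDR cells is scored by enumerating GFP-positive cells with a laser-scanning microplate cytometer after 30 hours of treatment at 37 C.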
KDM4E inh = JMJD2E (human) inhibition; B2RXH2; AID 2147; Potency, µM (series often up to 57.1 µM), for inactives: top-dose activity change, negative = inhibition, usual class: inhibitors; JMJD2E catalytic domain, FDH-coupled NADH fluorescence (FDH is formaldehyde dehydrogenase); 1.6% of 230,000 active; active means well fitted inhibition curve with a large enough effect, not every such curve was filed as active; inconclusive means small, poorly fitted or top-dose-only effect, or another doubt; inactive means no such curve, though single readings can be large or run the other way;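 further: 0% = wells with enzyme and -100% = buffer wells without enzyme; nearly all actives have a fitted effect of over 50% in size; many of its hits are not listed in these tables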
* marks the source's active call; other numbers are inactive results; i = inactive; ? = inconclusive; / = not tested or not shown; & = joins results of further samples; [ ] = remark or other dose. Unless noted, the call rests on the fitted dose curve; in most records, active means well fitted curve in the direction sought with a large enough effect; inconclusive means small, poorly fitted or top-dose-only effect, or another doubt; inactive means no such curve, though single readings can be large; an effect the other way counts as inactive or inconclusive. Potency means the concentration at half of the fitted maximal effect.

SMILES | NPSR antag | GoLoco inh red | KinaseGlo FLuc | SMN2 splice up | RECQ1 inh | IMPase Li cell | Epigenetic derep | KDM4E inh
COc1ccc(CC(=O)NCc2nnc(SCC(=O)Nc3ncc(C)s3)n2C)cc1 | 5% | 6% | 2% | -8% | i | 0% | -5.5% | 7%
COc1cccc(Cn2nnc(C(=O)NCCc3ccc(Cl)cc3)c2N)c1 | -23%[46.1 µM] | 6% | 3% | -7% | 2% | 14%[38.3 µM] | 5.8% | 3%
CCOc1ccc(OCCCCN2CCCC2)cc1 | -6%[46.1 µM] | 3% | 0% | -6% | -2% | 52%[activator][38.3 µM] | 0.7% | ?
O=C(Nc1ccc(N2CCOCC2)cc1)C1CCN(S(=O)(=O)c2ccccc2F)CC1 | 0% | -1% | / | / | -14% | / | 0.0% | 0%
CN(C)c1ccc(/C=N/NC(=O)CN(c2cccc(Cl)c2)S(C)(=O)=O)cc1Br | -27%[46.1 µM] | -1% | 0% | -13% | i | 33%[activator][38.3 µM] | 0.0% | -27%
CC(C)c1nc2sc3c(SCC(N)=O)ncnc3c2c2c1CCC2 | ? | 9% | / | / | -2% | / | 2.0% | -8%
Cc1nn(Cc2ccccc2)c(Cl)c1/C=C/C(=O)OC(C)C(=O)N1CCCC1 (stereo unspecified) | -11% | 14% | 3% | 1% | -8% | 25% | -3.8% | -18%
CCCS(=O)(=O)N1CCN(Cc2ccc([N+](=O)[O-])cc2)CC1 | 3% | -1% | -2% | 11%[1.84 µM] | 0% | -3% | 2.8% | 5%
CC1CC(N(C(=O)c2ccco2)c2ccccc2)c2ccccc2N1 (stereo unspecified) | -23%[46.1 µM] | 3% | -3% | 16% | 1% | 25%[38.3 µM] | 0.9% | -1%
CN(C)C(=O)c1cc2cc(Br)ccc2s1 | 22% | 2% | 0% | -17% | 0% | -3% | 6.2% | 6%
COCC(C)n1c(COc2ccccc2F)nnc1SCc1c(C)noc1C (stereo unspecified) | -11%[46.1 µM] | -3% | -3% | ? | 0% | 30%[38.3 µM] | -1.0% | -6%
O=C(c1ccc([N+](=O)[O-])o1)N1CCOCC1 | 23% | 9% | 4% | -7% | -3% | -4% | 0.0% | -23%
CC1CCC(C(C)C)C(OC(=O)C[n+]2cc(-c3ccc(Cl)cc3)n3c2CCC3)C1 (stereo unspecified) | ? | 7% | / | / | -7% | / | 0.1% | 7%
CCCCOP(=O)(c1ccc(N(C)C)cc1)C(O)c1cc(OC)c(OC)c(OC)c1 (stereo unspecified) | 1% | 3% | / | / | 9% | / | -4.3% | -5%
Cc1ccccc1C1c2[nH]c3ccccc3c2CCN1C(=O)c1ccc(=O)n(C)n1 (stereo unspecified) | 42% | -17% | 2% | / | -16% | 19% | -1.5% | 7%
O=C(O)c1ccn2c(C(=O)c3ccccc3)c(-c3ccccc3)cc2c1 | 20%[7.67 µM] | -34% | / | / | 0% | / | -0.3% | -7%
Cc1nn(CC(=O)Nc2sc3c(c2C#N)CCC(C(C)(C)C)C3)c(C)c1[N+](=O)[O-] (stereo unspecified) | -4%[46.1 µM] | -6% | 0% | -22% | -9% | -2%[38.3 µM] | -1.0% | -1%
CCOc1ccc(Nc2oc(-c3ccc(Cl)cc3)nc2C#N)cc1 | -21%[46.1 µM] | 10% | -2% | ? | -4% | -9%[38.3 µM] | -0.9% | ?
COc1ccc(N2C(=O)CC(Nc3ccc(C)cc3)C2=O)cc1 (stereo unspecified) | -3%[46.1 µM] | 4% | 6% | 3% | -3% | -7%[38.3 µM] | -1.5% | -9%
NCCS(=O)(=O)NC1CCCCC1 | -25% | -7% | -2% | / | -7% | 4% | 0.0% | 6%
NC(=O)c1ccc(-n2nc(C(F)(F)F)c3c2CCCC3)cc1 | 20% | 4% | -1% | 8% | -5% | 2% | -1.0% | -14%
Cc1cccc(NC(=O)c2ccc(NCCc3ccccc3)c([N+](=O)[O-])c2)c1 | 15% | 0% | 1% | -4% | 5% | 4% | 18µM* | 5%
CCn1c(CC(C)C)n[nH]c1=S | -6%[46.1 µM] | -3% | 1% | -5% | -7% | 9%[38.3 µM] | 0.0% | 6%
CCOC(=O)C1(Cc2ccc(Cl)cc2)CCN(C(=O)c2ccoc2)CC1 | 39% | 4% | -1% | / | -8% | 2% | 1.5% | 7%
O=C(Oc1ccc(/C=N/NC(=O)c2ccccc2O)cc1)c1ccccc1 | -11%[46.1 µM] | 21% | -2% | -2% | i | 18%[38.3 µM] | 0.6% | ?
CC(=O)c1c(C)nc2ccc(C)cc2c1-c1ccccc1 | -25% | 16% | 3% | -8% | -11% | 29% | -1.5% | 6%
COc1ccc2nc(SCC(=O)NC3CCCc4ccccc43)[nH]c2c1 (stereo unspecified) | 8% | 10% | 2% | -22% | -1% | -1% | 0.0% | 3%
CC(C)CC(=O)Nc1cccc(-c2nc3ccccc3o2)c1 | -19%[46.1 µM] | / | / | / | -2% | / | -6.6% | 0%
COc1ccc(NC(=O)c2cccs2)cc1 | -1%[46.1 µM] | 2% | -27% | 18µM* | -5% | 5% | -1.2% | -7%
C[C@@H](CCC(=O)O)C(=O)O | / | -5%[14.2 µM] | -3%[7.66 µM] | -6%[9.22 µM] | / | 3% | / | /
CCc1nn(CCCN2CCN(c3cccc(Cl)c3)CC2)c(=O)n1CCOc1ccccc1 | ? | -3% | / | / | -17%&-3%&-14% | / | 1.1% | -4%
COc1ccc2c(CC(=O)Nc3ncc(C)s3)coc2c1 | -5% | 8% | 2% | ? | -3% | -1% | -1.4% | -13%
COc1ccc(CN(C(=O)c2cccs2)c2nccs2)cc1OC | -18%[46.1 µM] | 7% | 0% | -18% | -15% | 25%[38.3 µM] | -3.2% | 2%
O=C(CN1CCOCC1)NN=C(c1ccccc1)c1ccccc1 | 19% | 1% | / | / | i | -5% | -0.3% | 5%
N#Cc1cccc(NC(=O)COC(=O)c2ccc3c(=O)n4c(nc3c2)CCC4)c1 | 12% | 1% | -4% | 11% | 0% | -2% | -0.6% | ?
CCOC(=O)Nc1cc(C(=O)OCC)c(C)nc1C | -1%[46.1 µM] | 2% | 5% | -8% | -13% | 6%[38.3 µM] | -7.4% | -2%
Cc1nc(N2CCOCC2)[nH]c(=O)c1CCC(C)C | -2%[46.1 µM] | 10% | -3% | 12% | i | 14%[38.3 µM] | -1.0% | 0%
COC(=O)c1cn(CC(=O)NCc2ccco2)c2ccccc12 | 2%[46.1 µM] | 3% | 3% | 21% | -5% | -2%[38.3 µM] | 0.0% | 5%
NS(=O)(=O)c1ccc(NC(=S)N2CCC(O)CC2)cc1 | 19% | 2% | 9% | -4% | 0% | 2% | 2.3% | 7%
Nc1[nH]c(=S)[nH]c(=O)c1N=Nc1c(Br)cc(S(N)(=O)=O)cc1Br | / | 3%[14.2 µM] | -2%[7.66 µM] | -3%[9.22 µM] | / | -15% | / | /
Oc1ccc(Cl)cc1-c1cc(-c2ccccc2)n[nH]1 | ? | -6% | 3% | 16% | -6% | 37%[38.3 µM] | 0.0% | -4%
CC1(C)C2CCC1(C)C(OC(=O)CNc1ccccc1)C2 (stereo unspecified) | -12% | 4% | / | / | -26% | / | 3.1% | -3%
Cc1ccc(Nc2ccc(C(=O)NC3CCCCC3)cn2)cc1 | -7% | 3% | / | / | -6% | / | -0.4% | -29%
O=C(NCc1ccccc1)c1ccc(Br)cc1 | 2% | 6% | -3% | / | 15% | 8% | 5.1% | -4%
CCNC(=S)NNc1ccccc1 | -22% | 5% | / | / | -9% | / | 6.0% | -16%
Cc1ccc(CN2CCN(Cc3cccn3-c3nccs3)CC2CCO)cc1 (stereo unspecified) | -3% | 22% | 3% | / | i | 12% | -2.2% | -7%
O=C(O)CCCC(=O)Nc1ccc(Oc2ncnc3cc(Cl)ccc23)nc1 | -24% | 5% | / | / | -2% | / | -1.3% | -5%
Fc1ccccc1N=C1NN=C(c2ccccc2)CS1 | -8% | 5% | -3% | 13µM* | 1% | 15% | -1.6% | -3%
CCOC(=O)C1CSC2(CCC(c3ccccc3)CC2)N1 (stereo unspecified) | -13% | -13% | 1% | 11% | i | 9% | -1.4% | -8%
Cc1nn(-c2ccc([N+](=O)[O-])cc2)c2c1C(c1cccc(Br)c1)N1C(=N2)C(=O)Nc2ccccc21 (stereo unspecified) | -10% | 2% | -1% | -1% | -2% | -9% | ? | 4%
CC1C(=O)N(C)C(=O)c2nc[nH]c21 (stereo unspecified) | 4%[46.1 µM] | 3% | -3% | -5% | -6% | 8% | 0.0% | 10%
CCOC(=O)c1cnn(-c2cc(C)nc3c(-c4ccc(Cl)cc4)c(C)nn23)c1N | -2%[46.1 µM] | 2% | 3% | -18% | i | -6%[38.3 µM] | -0.1% | 2%
COc1ccc(CN(CCC(c2ccccc2)C2CCOC(C)(C)C2)C(C)=O)cc1 (stereo unspecified) | -23% | -4% | -1% | -2% | i | 18% | 1.1% | -12%
Cc1cc(C)nc(NS(=O)(=O)c2ccc(N/C=C/C(=O)c3ccc(Cl)c(Cl)c3)cc2)n1 | -40% | 1% | 0% | -8% | -14% | -5% | -1.9% | 18%
O=c1c(-c2ccccc2)cnc2n1CCS2 | 11% | 1% | -2% | -11% | i | 7% | 1.1% | 0%
O=C(NCCCn1cccn1)c1cc(COc2ccc(F)cc2Cl)on1 | 13% | 1% | / | / | i | 6% | -1.2% | 12%

A portion of the library; rates above refer to the full screens.
